From PubChem BioAssay
Epigenetic reg: derepresses silenced GFP reporter in murine cells | AID 1865 | Potency, µM (doses to about 53.9 µM), without a hit: at the top dose GFP activation, most hits filed as activators | murine LDR cells, GFP reporter derepression, 30 h | 280,000 tested, 0.2% active; also: % of control where 0% means no effect; nearly all actives have a fitted effect of over 60% in size
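Reporter derepression read as number of fluorescent GFP-positive objects, 20-120 um in size, counted by laser-scanning cytometer. Mouse LDR line with an epigenetically silenced CMV-GFP locus; compound incubation 30 h, 37 C.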
Tau fluor counter: counter-screen for tau fibril formation inhibitors; tau K18 P301L (four-repeat tau fragment) Alexa594 fluorescence, heparin fibrillization; Potency, µM (titrated, usually from 57.7 µM), without a hit: at the highest dose activity change, negative = decrease; 280,000 tested, 0.93% active; AID 1463; also: % is scaled to controls: 0 for no effect and ±100 for the full control effect; nearly all actives have a fitted effect of over 55% in size
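Human K18 P301L tau (15 uM unlabeled plus 0.24 uM Alexa 594-labeled, final) in 100 mM sodium acetate pH 7 was mixed with compound and 20 uM heparin and incubated 6 hr at 37 C.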
* = called active by the depositor; ? = inconclusive. Calls follow the shape of the dose curve; as a rule, active = well fitted curve in the direction sought with a large enough effect; inconclusive = small, poorly fitted or top-dose-only effect, or another doubt; inactive = no such curve, though single readings can be large; an effect the other way counts as inactive or inconclusive. Potency is read from the fitted curve at half-maximal effect. Some of the compounds tested; the hit share may differ from the screen's.

SMILES	Epigenetic reg	Tau fluor counter
CCOC(=O)c1cc(-c2ccc(OC)cc2)n(CCC(=O)Nc2ccc(OC)cc2OC)c1C	0.0%	?
COc1cccc(C(=O)NCC(c2ccc(N(C)C)cc2)N2CCOCC2)c1OC (centres undefined)	-2.4%	-28.0%
CC(=O)N1CCCc2cc(S(=O)(=O)N3CCCC(C(=O)Nc4ccc(C)c(C)c4)C3)ccc21 (centres undefined)	4.2%	-12.4%
CCN(Cc1ccccc1)S(=O)(=O)c1ccc(F)c(C(=O)Nc2ccc(C(C)C)cc2)c1	1.6%	-15.2%
Cc1nc(N2CCOCC2)c2c(C(=O)N3CCN(c4ccccc4)CC3)c(C)oc2n1	-0.2%	9.1%
COc1ccc(OC)c(CNS(=O)(=O)c2c(C(=O)N3CCC(C)CC3)c(C)n(C)c2C)c1	0.3%	5.3%
Cc1cccc(NC(=O)CN2C(=O)COc3ccc(S(=O)(=O)Nc4ccccc4)cc32)c1C	3.2%	-6.0%
O=C(NCCc1ccccc1)c1ccc2c(c1)N(Cc1ccc(F)cc1)C(=O)CS2	2.5%	-27.1%
CCOc1ccccc1CNS(=O)(=O)c1ccc(-c2coc(C)n2)cc1	0.0%	-8.6%
Cc1cc(O)c(C(c2ccc(F)cc2)N2CCN(c3ccccc3)CC2)c(=O)n1Cc1ccco1 (centres undefined)	-2.1%	4.5%
Cn1ccc2cc(S(=O)(=O)N3CCN(C(=O)Nc4ccc(F)cc4F)CC3)ccc21	-1.7%	-5.4%
COc1ccc(-n2ncc(C(=O)N3CCN(c4ncccn4)CC3)c2C2CCN(C(=O)OC(C)(C)C)CC2)cc1	-0.4%	0.1%
CCc1ccc(NCc2cc3cc4c(cc3n(CC(=O)Nc3ccc(C)cc3)c2=O)OCO4)cc1	0.2%	?
COc1ccc(CNC(=O)c2cccn2-c2nnc(N3CCCC3)s2)c(OC)c1	-1.2%	-2.9%
Cc1ccc(CN2CCCn3nc(C(=O)NCCc4ccccc4Cl)cc3C2=O)cc1	-3.8%	-0.7%
CCC(=O)N1c2ccccc2CC1C(=O)NCCc1ccccc1Cl (centres undefined)	-4.7%	-0.1%
Cc1nn(-c2ccc(N3CCCC3)nn2)c(C)c1CCC(=O)N1CCN(c2ccc(F)cc2)CC1	3.8%	10.0%
COc1cccc(C(=O)N(Cc2cccnc2)c2nc3c(OC)ccc(C)c3s2)c1OC	1.4%	-27.1%
COC(=O)c1ccccc1NC(=O)c1cc(C)nc2c1c(C)nn2-c1ccc(C)cc1	0.0%	-3.1%
O=C(CCSCc1cccc(Cl)c1)NCc1ccc(F)cc1Cl	0.0%	-22.7%
CC(NC(=O)c1ccc2nc(Cc3ccccc3)oc2c1)c1ccccc1 (centres undefined)	-1.7%	-10.9%
COc1ccc(C2c3c(oc4ccc(Cl)cc4c3=O)C(=O)N2CCCN(C)C)cc1OC (centres undefined)	1.8%	2.4%
O=C(Nc1c2c(nn1-c1ccc(Cl)cc1)CS(=O)(=O)C2)c1ccccc1F	2.0%	-12.1%
CCS(=O)(=O)c1cccc(C(=O)N2CCN(c3nc4c(C)ccc(Cl)c4s3)CC2)c1	-0.1%	-13.6%
COc1cccc(NC(=O)c2oc3ccc(S(=O)(=O)N4CCCCCC4)cc3c2C)c1	0.9%	-29.7%
CCOC(=O)c1ccc(NC(=O)CN2C(=O)CC(c3ccc(C)c(C)c3)=Nc3ccccc32)cc1	0.0%	?
Cc1ccc(C)c(Cn2c(=O)cc(C(F)(F)F)c3c(C)nn(C)c32)c1	2.9%	-5.4%
Cc1ccc(CCNC(=O)C2CC(=O)N(CCc3ccc(C)cc3)C2)cc1 (centres undefined)	3.0%	-10.0%
COc1cc(C(CC(=O)NCc2ccccc2)N2Cc3ccccc3C2=O)cc(OC)c1OC (centres undefined)	0.5%	-6.9%
COc1cc(C2C(=O)N(C3CCCCC3)CC(=O)N2CCC2=CCCCC2)ccc1OC(C)C (centres undefined)	1.0%	6.2%
CCOc1ccc(-c2c(C)nn3c(C)c(C(=O)NCCc4ccccc4)cnc23)cc1OCC	5.9%	-20.9%
COc1ccc(CCNC(=O)CSc2nc3ccccc3nc2Cc2ccc(Cl)cc2)cc1OC	1.7%	-13.7%
CCCCC(=O)NC1CC(=O)N(c2ccc3c(c2)OCCO3)C1 (centres undefined)	-4.8%	5.1%
CCOC(=O)Cn1c(=O)n(CC2CCCO2)c2nc(-c3cc(OC)ccc3OC)nc(C(N)=O)c21 (centres undefined)	0.0%	-2.9%
CCCn1c(=N)c(C(=O)NCc2ccccc2)cc2c(=O)n3cccc(C)c3nc21	0.0%	0.9%
COc1ccccc1CNC(=O)Cn1c(=O)nc(-c2ccccc2F)c2cc(Cl)ccc21	-1.3%	-4.4%
COc1ccc(C2c3c(n(C)c4ccccc34)C(=O)N2CC(=O)Nc2ccc(F)cc2)cc1 (centres undefined)	8.4%	-10.4%
CCc1ccccc1N(C)C(=O)Cc1c(C(=O)O)c(C)cn1C	-0.5%	-3.4%
CCN1CCN(C(c2ccccc2Cl)c2c(O)cc(C)n(Cc3ccco3)c2=O)CC1 (centres undefined)	-1.3%	-0.1%
O=C(Cn1cnc(S(=O)(=O)N2CCCC2)c1)Nc1ccc(OC(F)(F)F)cc1	0.0%	0.1%

Reprinted from the part before: 6 entries, followed by the next part.
SMILES	Epigenetic reg	Tau fluor counter
CCCn1c(=N)c(C(=O)NCc2ccccc2)cc2c(=O)n3cccc(C)c3nc21	0.0%	0.9%
COc1ccccc1CNC(=O)Cn1c(=O)nc(-c2ccccc2F)c2cc(Cl)ccc21	-1.3%	-4.4%
COc1ccc(C2c3c(n(C)c4ccccc34)C(=O)N2CC(=O)Nc2ccc(F)cc2)cc1 (centres undefined)	8.4%	-10.4%
CCc1ccccc1N(C)C(=O)Cc1c(C(=O)O)c(C)cn1C	-0.5%	-3.4%
CCN1CCN(C(c2ccccc2Cl)c2c(O)cc(C)n(Cc3ccco3)c2=O)CC1 (centres undefined)	-1.3%	-0.1%
O=C(Cn1cnc(S(=O)(=O)N2CCCC2)c1)Nc1ccc(OC(F)(F)F)cc1	0.0%	0.1%
O=C(Cc1ccc(NC(=O)N2CCCCc3ccccc32)cc1)NCc1ccccc1	0.0%	-4.9%
CC1CCc2onc(C(=O)N3CCN(c4ccccc4)CC3)c2C1 (centres undefined)	2.5%	-15.4%
Cc1c(Cl)ccc2sc(N3CCN(C(=O)CS(=O)(=O)c4ccccc4)CC3)nc12	1.8%	-28.1%
CCN(CC)c1nn2c(=O)c(C(=O)NCCc3ccccc3C)cnc2s1	1.5%	-4.5%
CCOC(=O)c1c(C)[nH]c(C)c1S(=O)(=O)N(C)CC(=O)NCc1cccc(Br)c1	12.1%	-14.2%
CCOc1ccccc1-c1nc(Cn2c(=O)cc(C)c3c(C)nn(-c4ccccc4)c32)c(C)o1	0.8%	0.9%
Cc1nc2ccn(Cc3cccs3)c(=O)c2cc1C(=O)N1CCN(c2ccc(F)cc2)CC1	?	-14.9%
CCCc1cc(=O)[nH]c2nnc(SC(C)CC)n12 (centres undefined)	7.5%	-2.2%
CCS(=O)(=O)N1CCC2(CC1)OC(=O)C(C)=C2C(=O)NCc1ccccc1C	-2.6%	-4.5%
O=C(NCCc1csc(-c2ccc(C(F)(F)F)cc2)n1)C(=O)Nc1ccc(F)c(Cl)c1	2.8%	-5.3%
COc1ccc(C2c3cccn3CCN2S(=O)(=O)c2ccc([N+](=O)[O-])cc2)cc1 (centres undefined)	-3.7%	?
CCOc1ccccc1NC(=O)Cn1c(=O)ccc2cc(S(=O)(=O)N3CCC(C)CC3)ccc21	0.0%	-11.6%
O=C(CSc1nc2ncccc2o1)Nc1cccc(C(F)(F)F)c1	0.0%	-8.4%
Cc1ccc(Cc2nc3ccccc3nc2SCC(=O)NCCC(C)C)cc1	9.4%	-2.0%
COC(=O)c1cc(C)nc2c1c(=O)nc(SCc1cccc(C(F)(F)F)c1)n2C1CC1	-1.4%	2.4%
CCN(CC)c1ccc2cc(-c3nc(-c4ccc(Cl)cc4Cl)cs3)c(=O)oc2c1	2.82µM*	-1.9%
CCN(CC)S(=O)(=O)c1ccc2c(c1)N(CC(=O)NCCc1ccc(OC)c(OC)c1)C(=O)CO2	0.3%	-7.7%
Cc1ccc(Cl)cc1NC(=O)Cn1c(=O)oc2cc(S(=O)(=O)N3CCCCCC3)ccc21	0.0%	-3.3%
COc1ccc(CCNC(=O)c2cnn(-c3ccc(F)cc3)c2C2CCN(C(=O)OC(C)(C)C)CC2)cc1OC	0.8%	-10.6%
Oc1c(C(c2ccccc2F)N2CCN(Cc3ccccc3)CC2)sc2nc(-c3ccco3)nn12 (centres undefined)	14.1%	-19.6%
CCOC(=O)c1cc(-c2ccccc2)n(CCCC(=O)Nc2cccc(C)c2C)c1C	-1.1%	-10.4%
COc1ccccc1CN(Cc1c(Cl)cccc1Cl)S(=O)(=O)c1ccc(Br)cc1	2.5%	-5.9%
CCOc1ccc(C(=O)Nc2ccc(S(=O)(=O)N3CCCCC3c3cccnc3)cc2)cc1 (centres undefined)	0.8%	?
COc1cc(CN2CCc3nc(N4CCN(c5ncccn5)CC4)ncc3C2)cc(OC)c1OC	3.6%	-1.3%
Cc1nn(C)c2c1c(C(F)(F)F)cc(=O)n2CC(=O)Nc1ccc(F)cc1F	2.9%	-16.4%
COc1ccc(NC(=O)c2cc3c(=O)n(Cc4cccnc4)ccc3nc2C)cc1Cl	2.5%	-23.7%
CC1=C(c2ccc(C)cc2)S(=O)(=O)N(Cc2ccc(C(=O)NCc3cccc(C)c3)cc2)C1=O	0.0%	2.5%
O=C(Nc1ccc(Cl)cc1F)c1cc(S(=O)(=O)NC2CCCCCC2)ccc1F	3.0%	-13.5%
CCOC(=O)c1c(C)oc2nc(C)nc(Nc3ccc(C)c(Cl)c3)c12	-1.3%	-0.2%
Cc1cc(OCCCSc2nc(-c3ccc(C(C)(C)C)cc3)nc3cc(=O)[nH]n23)ccc1Cl	2.0%	-5.6%
COc1ccc(NC(=O)c2ccco2)cc1NC(=O)c1cc(Br)ccc1Cl	1.2%	-17.1%
CCc1ccc(NC(=O)CC2C(=O)N(c3cccc(C)c3)C(=O)N2Cc2ccc(F)cc2)cc1 (centres undefined)	-2.7%	?
CC(C)(C)OC(=O)N1CCC(c2c(C(=O)NC3CCCCC3)cnn2-c2cccc(Cl)c2)CC1	-1.3%	-3.1%
CCOc1ccc(CCNC(=O)c2c3c(nc4ccccc24)C(=O)N(C2CCCCC2)C3)cc1	0.0%	-2.2%
CCOC(=O)c1c(C)[nH]c(C)c1S(=O)(=O)N1CCC(C(=O)Nc2ccc(F)cc2F)CC1	-3.7%	-20.7%
CSc1ccc(C(=O)Nc2ccc(-c3nc4ccccc4s3)c(O)c2)cc1	0.0%	-9.1%
COc1cc(NC(=O)c2cc3c(=O)n(Cc4ccco4)ccc3nc2C)cc(OC)c1OC	0.8%	-3.8%
C=CCc1c(C)nc2nc(SCC(=O)Nc3cccc(Cl)c3)nn2c1C	1.6%	-12.0%
Cc1cccc(NC(=O)c2ccc(F)c(S(=O)(=O)N3CCC4(CC3)OCCO4)c2)c1	1.9%	-24.3%
CCN(c1ccccc1)S(=O)(=O)c1cc(-c2onc(C)c2C)ccc1OC	8.5%	?

Two compounds picked at random from the list so far, as already listed:
SMILES	Epigenetic reg	Tau fluor counter
CCOc1ccc(CCNC(=O)c2c3c(nc4ccccc24)C(=O)N(C2CCCCC2)C3)cc1	0.0%	-2.2%
CCN(c1ccccc1)S(=O)(=O)c1cc(-c2onc(C)c2C)ccc1OC	8.5%	?

More results:
SMILES	Epigenetic reg	Tau fluor counter
Cc1ccc2c(c1)N(S(=O)(=O)c1ccc3c(c1)NC(=O)CC(=O)N3)CCO2	-0.2%	-5.2%
COc1cc(NC(=O)Cn2c(=O)ccc3cc(S(=O)(=O)N4CCCC4)ccc32)cc(OC)c1	0.8%	?
COC(=O)c1scc(-c2ccc(C)cc2)c1S(=O)(=O)Nc1ccc(N(C)C)cc1	8.8%	?
CCCCOc1ccc(C(=O)NCCc2sc(-c3ccc(OC)c(OC)c3)nc2C)cc1	0.0%	-21.9%
O=C(Nc1nnc(-c2cc(Cl)ccc2Cl)o1)c1ccc2c(c1)OCCO2	-1.6%	0.8%
O=C(Nc1cccc(Cl)c1)N1CC2CCCN2c2ccccc21 (centres undefined)	-1.1%	?
COc1ccc(C)cc1N(C)C(=O)c1c(C)oc2ncnc(N3CCOCC3)c12	-0.4%	-8.3%
COc1ccc(OC)c(NC(=O)CN2C(=O)c3ccccc3Sc3ccc(C(=O)N4CCCC4)cc32)c1	0.0%	-7.3%
Fc1ccc(C(Nc2ccc(Cl)c(C(F)(F)F)c2)c2nnc(-c3ccccc3)o2)cc1 (centres undefined)	-0.8%	-22.3%
O=C(c1ccc(F)cc1)N1CCc2c([nH]c3ccccc23)C1c1ccc(Cl)cc1 (centres undefined)	-4.0%	-1.1%

Gathered by group, those above with two or more sulfur atoms (4)
SMILES	Epigenetic reg	Tau fluor counter
CCS(=O)(=O)c1cccc(C(=O)N2CCN(c3nc4c(C)ccc(Cl)c4s3)CC2)c1	-0.1%	-13.6%
Cc1c(Cl)ccc2sc(N3CCN(C(=O)CS(=O)(=O)c4ccccc4)CC3)nc12	1.8%	-28.1%
CSc1ccc(C(=O)Nc2ccc(-c3nc4ccccc4s3)c(O)c2)cc1	0.0%	-9.1%
COC(=O)c1scc(-c2ccc(C)cc2)c1S(=O)(=O)Nc1ccc(N(C)C)cc1	8.8%	?
